Keap1-Nrf2 PPI = inhibitors of human Keap1-Nrf2 protein-protein interaction; 0.15% of 340,000 active; Keap1 Kelch-Nrf2 peptide fluorescence polarization, 1536-well; Q14145; inhibition, % at 9.4 µM; in the data active means inhibition above about 12%;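 further: human Keap1 Kelch domain with fluorescein labeled Nrf2 9mer peptide probe; 0% = neutral control wells and 100% = peptide positive control; higher means more block of Keap1 binding to Nrf2 peptide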
RTF Ca sens inh = cardiac RTF calcium desensitization; IANBD-labeled cardiac RTF, Ca2+ fluorescence; inhibition, % at 7.15 µM; P19429+P45379; AID 493244; 0.12% of 340,000 active;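 active means inhibition above the mean inhibition of all tested compounds plus 3 SD, cut at about 17% in these data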;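 further: assay run at fixed EC70 calcium of 1.6 mM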
CAL PDZ FP-1 = inhibitors of human CAL PDZ peptide binding; Q9HD26; purified CAL PDZ, TMR-peptide fluorescence polarization, 1 h; inhibition, % at 24.9 µM; 0.92% of 300,000 active; AID 602252;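 active means mean inhibition of at least 30% with at least half of replicates also reaching 30%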;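 further: 0% = DMSO neutral control and 100% = excess unlabeled competitor peptide PRC23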
SR-BI DiI-HDL act = SR-BI HDL lipid transfer activation; CHO ldlA[mSR-BI] cells, DiI-HDL uptake fluorescence, 3 h; 100 = double the neutral-control signal; activation, % at 12.5 µM; 0.096% of 320,000 active;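 active means mean replicate activation of at least 60% and every replicate at or above 60%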;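 further: 0% = median plate neutral-control signal and 100% = twice that signal; values of inactives mirror those of a sister screen read the other way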
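Material: SR-BI-overexpressing, LDLR-lacking CHO cells; schedule: compound exposure 3 h, 37 °C; reagent: DiI-labelled HDL at 10 µg/mL final; technique: bottom-read fluorescence, 550/595 nm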
RTF Ca sens act = cardiac RTF calcium sensitization; 0.24% of 340,000 active; IANBD-labeled TnC RTF fluorescence at EC20 calcium; 0% EC20 calcium, 100% full calcium; activation, % at 7.2 µM; P19429+P45379;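 active means activation above the mean over all tested compounds plus 3 SD, cut at about 30% in these data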;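 further: rise in fluorescence read as greater calcium sensitivity of cardiac thin filaments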
Rtt109 HAT inh = C. albicans Rtt109 histone acetyltransferase inhibition | inhibition, % at 34.9 µM | AID 540336 | purified Rtt109/Vps75, ThioGlo CoA-SH fluorescence, 4 h | 0.16% of 330,000 active;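 active means inhibition of at least 50% in every replicate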
LANA DNA inh = inhibitors of KSHV LANA C-terminal domain DNA binding; MBP-C-LANA/FAM-LBS DNA binding, fluorescence polarization; inhibition, % at 9 µM; 0.078% of 340,000 active; AID 504423;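 active means highest replicate inhibition at or above 60% at 9 µM, even if other replicates fall short; inactive means all replicates below 60% inhibition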;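 further: 0% = neutral control wells and 100% = 4 µM acridine orange control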
PKA-R2B activ = activators of human PKA-R2B complex; AID 504700; PKA-R2B holoenzyme dissociation, Cy5-IP20 fluorescence polarization; R2B truncated from residue 108, S112A mutant; 0% DMSO only, 100% 113 µM cGMP; activation, % at 11.4 µM; P22694+P31323; 0.079% of 340,000 active;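 active means activation above a cutoff set at the mean over all compounds plus 3 SD, cut at about 18% in these data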;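 further: higher means more holoenzyme dissociation and a rise in polarization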
Target sequence (P31323 whole entry, looked up, other chains not shown, the tested form may be a part): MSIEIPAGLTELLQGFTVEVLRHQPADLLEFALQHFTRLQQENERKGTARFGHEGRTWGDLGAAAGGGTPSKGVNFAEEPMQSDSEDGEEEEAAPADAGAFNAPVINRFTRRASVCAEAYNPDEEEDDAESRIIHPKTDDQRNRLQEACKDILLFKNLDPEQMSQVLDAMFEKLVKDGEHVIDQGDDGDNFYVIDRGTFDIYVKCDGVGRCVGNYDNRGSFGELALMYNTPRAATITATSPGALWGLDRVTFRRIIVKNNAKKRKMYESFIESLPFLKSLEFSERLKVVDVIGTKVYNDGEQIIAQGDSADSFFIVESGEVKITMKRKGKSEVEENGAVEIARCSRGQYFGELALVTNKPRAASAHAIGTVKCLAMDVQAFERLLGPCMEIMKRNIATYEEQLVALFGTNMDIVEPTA
DAGLB inhibitor = diacylglycerol lipase beta (human) inhibition | HEK293T DAGLB membrane lysate, EnzChek fluorogenic substrate | inhibition, % at 5.17 µM | 0.059% of 340,000 active; in the data active means inhibition above about 34%;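 further: 0% = enzyme with vehicle and 100% = wells lacking enzyme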
Target sequence (Q8NCG7 whole entry, looked up): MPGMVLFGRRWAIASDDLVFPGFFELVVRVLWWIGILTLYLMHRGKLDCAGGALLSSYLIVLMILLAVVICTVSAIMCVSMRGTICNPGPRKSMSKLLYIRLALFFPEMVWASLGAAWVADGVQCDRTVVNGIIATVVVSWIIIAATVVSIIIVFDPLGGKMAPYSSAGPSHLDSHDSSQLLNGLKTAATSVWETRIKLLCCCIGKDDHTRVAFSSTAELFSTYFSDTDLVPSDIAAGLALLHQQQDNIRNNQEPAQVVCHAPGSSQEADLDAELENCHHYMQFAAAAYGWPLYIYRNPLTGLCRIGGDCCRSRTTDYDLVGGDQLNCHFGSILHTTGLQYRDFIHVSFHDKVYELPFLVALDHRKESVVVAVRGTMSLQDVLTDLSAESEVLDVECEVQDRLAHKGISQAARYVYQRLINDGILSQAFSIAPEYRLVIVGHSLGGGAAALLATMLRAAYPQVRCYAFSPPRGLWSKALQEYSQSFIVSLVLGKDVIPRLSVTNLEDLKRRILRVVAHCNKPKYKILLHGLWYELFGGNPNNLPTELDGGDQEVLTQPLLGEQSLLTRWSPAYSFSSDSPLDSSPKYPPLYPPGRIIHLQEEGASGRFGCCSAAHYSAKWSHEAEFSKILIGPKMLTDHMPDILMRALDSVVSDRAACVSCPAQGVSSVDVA
CAL PDZ FP-2 = human CAL PDZ-peptide interaction inhibition; 0.02% of 330,000 active; AID 504414; purified CAL PDZ, TMR-peptide fluorescence polarization, 1 h; Q9HD26; inhibition, % at 20 µM;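 active means highest replicate inhibition of at least 40%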;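 further: plate controls were DMSO neutral control wells for no effect and unlabeled competitor peptide control wells for full effect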
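material = purified tagged CAL PDZ domain construct (CerCALP) | compound dosing = 20 µM, one dose | times = 1 h at RT | measured by = fluorescence polarization from S- and P-plane intensities, G-factor corrected | read-out = inhibition from polarization loss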
* hit, by the source's call; · = no result given.

The first five compounds, to show the layout:
SMILES	Keap1-Nrf2 PPI	RTF Ca sens inh	CAL PDZ FP-1	SR-BI DiI-HDL act	RTF Ca sens act	Rtt109 HAT inh	LANA DNA inh	PKA-R2B activ	DAGLB inhibitor	CAL PDZ FP-2
CC(C)Cc1nnc(NS(=O)(=O)c2ccc([N+](=O)[O-])cc2)s1	-6	-2	·	-20	13	-1	0.1	-3	0	0.9
O=C(Cn1cnc2c(nnn2Cc2ccc(F)cc2)c1=O)NCc1ccc2c(c1)OCO2	2	3	-1	7	3	1	0.4	4	0	-0.8
CCCn1c(NC(=O)CN2C(=O)NC3(CCCC3)C2=O)nc2ccccc21	-4	-3	-1	8	-4	-3	-0.3	-10	3	-1.5
COCCCNC(=O)C(F)(F)C(F)(F)C(=O)NCCCOC	-1	2	-2	20	4	9	-0.2	-3	0	0.5
Cc1ccc(S(=O)(=O)N2CCN(C3CC(=O)N(c4ccc(F)cc4)C3=O)CC2)cc1C (stereo not drawn)	0	2	·	-20	0	11	-0.6	-11	-1	-0.4

Results, repeating the preview:
SMILES	Keap1-Nrf2 PPI	RTF Ca sens inh	CAL PDZ FP-1	SR-BI DiI-HDL act	RTF Ca sens act	Rtt109 HAT inh	LANA DNA inh	PKA-R2B activ	DAGLB inhibitor	CAL PDZ FP-2
CC(C)Cc1nnc(NS(=O)(=O)c2ccc([N+](=O)[O-])cc2)s1	-6	-2	·	-20	13	-1	0.1	-3	0	0.9
O=C(Cn1cnc2c(nnn2Cc2ccc(F)cc2)c1=O)NCc1ccc2c(c1)OCO2	2	3	-1	7	3	1	0.4	4	0	-0.8
CCCn1c(NC(=O)CN2C(=O)NC3(CCCC3)C2=O)nc2ccccc21	-4	-3	-1	8	-4	-3	-0.3	-10	3	-1.5
COCCCNC(=O)C(F)(F)C(F)(F)C(=O)NCCCOC	-1	2	-2	20	4	9	-0.2	-3	0	0.5
Cc1ccc(S(=O)(=O)N2CCN(C3CC(=O)N(c4ccc(F)cc4)C3=O)CC2)cc1C (stereo not drawn)	0	2	·	-20	0	11	-0.6	-11	-1	-0.4
COc1ccc(N2C(=O)CC(N3CCN(c4ccccc4)CC3)C2=O)cc1 (stereo not drawn)	-2	-6	0	10	1	-4	-1.2	-13	2	-0.1
Cn1c(SCC(=O)N(C2CCCCC2)C2CCCCC2)nnc1-c1cccs1	-1	-7	-7	-8	3	8	1.4	-3	2	-1.0
O=C(Cn1cnnn1)OCC(=O)c1ccc(Cl)s1	0	-1	-1	-10	1	1	1.6	3	1	-1.0
COc1ccc2c(c1)Cc1sc(NC(=O)c3ccco3)nc1-2	4	1	0	-41	1	7	-0.5	2	1	2.0
COc1cc(Cl)ccc1OCc1cc(C(=O)N2CC[C@@H]3CCCC[C@H]3C2)no1	-4	5	-3	-6	-2	6	2.5	-3	-4	-0.5
O=C1/C(=C/c2ccccc2F)SC(=S)N1CC(=O)N1CCCCC1c1cccnc1 (stereo not drawn)	-5	-1	2	-18	0	8	0.8	-4	0	-2.8
O=C(CCn1c(=O)c2ccccc2n(CC(=O)NCCC2=CCCCC2)c1=O)NCc1ccco1	-3	1	-3	-36	-6	0	0.4	-5	2	0.1
O=C(O)c1cc(NC(=S)NC(=O)C(c2ccccc2)c2ccccc2)ccc1Cl	-1	-10	-6	7	2	15	-2.1	2	4	-1.5
O=C1c2ccccc2C(=O)N1c1nccs1	-3	1	3	2	-6	-6	-0.1	1	0	-0.4
CC(C)CCN1CC(O)=C(c2nc(-c3ccc(Cl)cc3)cs2)C1=N	-1	-10	-2	-76	-2	-6	-1.0	6	-1	-0.5
Cc1ccsc1C(C(=O)NC(C)(C)C)N(Cc1ccco1)C(=O)c1csnn1 (stereo not drawn)	4	3	·	·	-5	8	-2.1	7	-2	-0.1
CCOc1ccc(-n2c(SCC(=O)Nc3ccc(OC)cc3OC)nc3c(c2=O)SCC3)cc1	-9	-4	0	-42	25	-6	-1.8	-8	0	-2.4
O=C(COc1ccc(Cl)cc1)NCc1nnc(SCC(=O)Nc2ccc3c(c2)OCCO3)o1	-1	-7	-2	0	1	6	0.5	-13	-2	-0.6
Cc1cc(C(=O)NCc2ccc(C(=O)O)o2)c(C)o1	-4	-5	1	31	2	-7	6.4	2	-1	·
Fc1ccc(Nc2ccc(-c3ccc(F)cc3)nn2)cc1	0	-7	2	-14	-1	-2	-0.2	-5	1	0.1
CCc1cc2cc3c(cc2nc1SCC(=O)OC(C)C)OCO3	-2	6	-4	-77	-5	7	2.9	-1	-10	·
CC1=NN(C(N)=S)C(C)(C)C1	-4	-4	-4	8	5	-4	-0.1	6	0	-0.3
O=C1OCc2ccc(NC(=O)C3CC3)cc21	2	-1	-4	22	3	20	84*	1	-4	0.5
Cc1cc(C)c2[nH]c(=S)cc(C)c2c1	5	1	-1	32	-5	-5	-0.9	1	-2	-0.9
Cc1occc1-c1nnc(SCC(=O)c2c(N)n(Cc3ccccc3)c(=O)n(C)c2=O)n1C	1	-7	-6	2	-5	-1	0.6	-2	1	0.0
Next part:
SMILES	Keap1-Nrf2 PPI	RTF Ca sens inh	CAL PDZ FP-1	SR-BI DiI-HDL act	RTF Ca sens act	Rtt109 HAT inh	LANA DNA inh	PKA-R2B activ	DAGLB inhibitor	CAL PDZ FP-2
COC(=O)c1[nH]c2ccc(F)cc2c1NC(=O)CCN1CC(C)OC(C)C1 (stereo not drawn)	2	10	1	2	-8	3	-0.5	-6	-2	-0.5
O=C(NCc1ccc2c(c1)OCO2)c1c(O)c2cccc3c2n(c1=O)CCC3	-3	-3	1	15	-11	1	0.6	-1	-5	-0.5
Cc1ccc(C(=O)NCC(=O)Nc2cccc(C(F)(F)F)c2)cc1	-7	-2	-1	2	10	6	-0.1	-5	-13	0.3
CCOC(=O)N1CCN(C(=O)Cc2ccccc2[N+](=O)[O-])CC1	-1	2	-6	16	0	0	1.0	9	-3	-0.8
O=C(Nc1ccccc1N1CCOCC1)c1ccc2c(c1)C(=O)N(Cc1ccncc1)C2=O	-3	-7	-4	-16	1	10	1.4	-1	0	-0.5
CN1CCN(C(c2ccccc2)c2ccc(Cl)cc2)CC1 (stereo not drawn)	1	-11	-1	22	-4	8	2.9	-1	-1	0.1
Cc1cc(C)n2ncc(C(=O)O)c2n1	-7	-8	2	-11	10	6	-1.1	1	3	0.7
C=CCOc1cc(OC)c(OC)c(OC)c1	-1	9	-3	-6	-5	-2	-1.6	1	1	-0.2
O=C(CCl)N(Cc1cccc([N+](=O)[O-])c1)c1cccc(Cl)c1	2	-2	-7	5	-6	10	0.9	-8	7	-2.9
CC(C)N1CCc2c(sc(NC(=O)c3nc4ccccc4s3)c2C(N)=O)C1	-3	-6	-2	-2	-1	1	3.7	10	5	-0.3
COCc1cc(C)nc(N2CCCCC2)c1C#N	2	-8	1	4	1	-6	0.4	-8	-2	·
COc1ccccc1CNC(=O)c1[nH]c(C)c(C(C)=O)c1C	-3	-7	-14	-15	-1	-1	-0.9	2	2	0.5
CSc1nc2ccc(NC(=O)C3CCCO3)cc2s1 (stereo not drawn)	0	0	-5	4	-1	0	-2.0	-20	-3	-1.9
N#Cc1c(NC(=S)NC(=O)c2ccccc2)sc2c1CCC2	-2	-10	16	·	5	-4	-2.3	-8	-3	0.5
CCN(CC)S(=O)(=O)c1ccc(N2CCOCC2)c(NC(=O)c2cc(-c3ccccn3)nc3ccccc23)c1	-1	-7	-6	-4	0	2	0.0	1	-6	-3.9
CCN(CC(=O)Nc1c(F)cccc1F)C(=O)c1nn(C)c(=O)c2ccccc12	-2	-1	-5	16	-1	3	0.5	6	-1	0.8
COc1cccc(N2CCN(c3nc(C)cc(=O)[nH]3)CC2)c1	-2	0	·	5	-1	10	0.7	-12	0	-0.1
COCCNC(=O)CN1N=C(c2ccc(OC)cc2)CCC1=O	-4	-9	-5	8	-1	-2	2.8	-2	-2	-1.3
NC(=O)c1ccc(NC(=O)COC(=O)C2CC3C=CC2C3)cc1 (stereo not drawn)	-2	6	-4	14	-4	-5	2.8	-5	-1	-0.3
O=C(c1nn2c(C(F)(F)F)cc(-c3ccccc3)nc2c1Cl)N1CCOCC1	-2	-9	-1	2	0	6	1.3	-5	1	-1.5
Cc1ccc(NC(=O)NCc2ccc3c(c2)OCO3)c(C)c1	0	-20	1	5	2	2	0.0	-4	-1	0.3
CC1C/C(=C/c2ccccn2)C(=O)/C(=C/c2ccccn2)C1 (stereo not drawn)	-9	-5	-5	-1	-5	5	1.3	-6	-6	-1.8
CCOc1ccc(C(=O)N2CCN(S(=O)(=O)c3ccc4c(c3)OCCO4)CC2)cc1OCC	-5	-4	-2	3	3	7	-0.6	-15	0	-2.1
O=C(Nc1cccc(/C=C/c2ccccn2)c1)c1cc(Cl)ccn1	-3	0	0	-20	-6	-8	0.4	-2	-10	-4.9
COc1ccccc1C(=O)NCC(=O)n1nc(C)cc1C	2	-9	-4	9	9	-7	2.8	2	2	·
Going on with the list:
SMILES	Keap1-Nrf2 PPI	RTF Ca sens inh	CAL PDZ FP-1	SR-BI DiI-HDL act	RTF Ca sens act	Rtt109 HAT inh	LANA DNA inh	PKA-R2B activ	DAGLB inhibitor	CAL PDZ FP-2
Cc1cc([N+](=O)[O-])nn1CC(=O)N/N=C/c1ccccc1Br	6	1	-4	3	2	4	-1.8	-1	-3	-0.7
O=C(NN1C(=O)c2ccccc2NC1c1ccccc1OCc1ccccc1)c1ccncc1 (stereo not drawn)	1	3	·	13	0	-12	-0.1	-7	-2	0.4
Cc1ccc(C)c(NC(=O)CCN2CCOCC2)c1	-6	-7	1	2	16	0	0.1	4	-2	-1.9
Cc1ccc(OC(=O)CCC(=O)Nc2ccc(Br)cc2)cc1	3	-4	-3	15	0	5	-3.7	2	1	-0.1
O=C(Cc1c(F)cccc1Cl)NNC(=O)c1ccncc1	-3	-8	-1	50	10	-19	-1.7	-2	0	0.3
O=C(CN1C(=O)NC2(CCCC2)C1=O)OCc1ccc(F)cc1	-1	-13	-1	24	-3	-6	0.7	-10	-1	-2.6
COC(=O)C1CCN(C(=O)COC(=O)c2oc3ccccc3c2C)CC1	0	5	-4	25	0	-5	-0.1	-5	-1	0.2
CCOCCCNS(=O)(=O)c1ccc(NC(=O)c2ccc([N+](=O)[O-])cc2Cl)cc1	-3	-8	1	-44	10	-2	-1.5	-1	2	0.0
COc1ccccc1NC(=O)CSc1ccc(-c2ccc(-n3ccnc3)cc2)nn1	-6	9	1	-27	5	5	-4.2	-2	-5	-1.4
O=c1c(C/C=C/c2ccccc2)c(O)ccn1CCc1c[nH]c2ccccc12	-4	-3	-2	-3	-2	12	0.3	-3	-2	-2.2
O=C(NCc1ccccn1)/C(=C/c1ccco1)NC(=O)c1ccccc1	-6	-2	0	5	5	-1	-0.3	-2	-1	-1.9
CCCCn1c(N)c(N(CC)C(=O)c2c(CC)noc2C)c(=O)[nH]c1=O	-5	-5	-3	5	-5	10	0.3	-11	-1	-2.3
CCn1c(=O)n(CC)c2cc(NC(=O)CSc3ccc([N+](=O)[O-])cn3)ccc21	-3	8	-4	·	-3	-2	-0.3	-6	-1	-3.1
Cc1c(C)n(CCc2ccccc2)c2ncnc(NCCCO)c12	3	-9	6	6	5	·	0.0	2	1	-2.1

Compound activity deposited in PubChem BioAssay by several laboratories.
